Bioassay records as filed in PubChem BioAssay.
MCF10A rerep: inducers of DNA re-replication in MCF 10A breast cells; MCF 10A DNA re-replication, Hoechst nuclear intensity, 48 h; Potency, µM (titrated, usually from 46.1 µM), for the others: top-dose activity, positive = re-replication, usual class: activators; actives 2.9% (n = 350,000); AID 624296; note: potency is the fitted concentration of half-maximal effect; % of control where 0% means no effect; nearly all actives have a fitted effect of over 50% in size
HT1080-NT tox: kills 2HG-producing HT-1080-NT fibrosarcoma cells; HT-1080-NT fibrosarcoma viability, CellTiter-Glo ATP luminescence, 48 h; Potency, µM (doses to about 46.1 µM), for inactives: top-dose activity, negative = less viability, hits mostly cytotoxic; actives 1.6% (n = 360,000); AID 686970;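 note: NT is the 2HG producing partner of a matched IDH1 knockdown line; potency is the fitted concentration of half-maximal effect; 0% = DMSO-treated cells and -100% = media-only wells without cells; nearly all actives have a fitted effect of over 55% in size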
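Viability of the 2HG-overproducing fibrosarcoma line after 48 hours of compound exposure at 37 degrees C was determined by luminescence with CellTiter-Glo, and concentration-effect curves were then fitted and categorized.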
IL-1B inflam inh: blocks inflammasome-driven IL-1 beta release | activity change, % at 57.5 µM | THP-1 LPS/ATP IL-1B secretion, AlphaLISA, 16 h; active compounds read low | actives 4.7% (n = 360,000); in the data active = activity change below about -50%; inconclusive = mostly about -30% to -49%; note: % is set by controls: 0 for no effect and ±100 for the full control effect
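THP-1 cells pretreated 1 hr with compounds (up to 57.5 uM final), then stimulated with LPS (250 ng/mL final) plus ATP (1.25 mM final); secreted IL-1B measured by AlphaLISA after 16 hr, decreased signal indicating inhibition.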
ATXN2 expr inh: ATXN2 expression inhibition; HEK-293 ATXN2-luciferase reporter, luminescence, 24 h; Potency, µM (series often up to 57 µM), for inactives: at the top dose activity change, negative = inhibition, hits mostly inhibitors; actives 0.72% (n = 360,000); note: potency is the fitted concentration of half-maximal effect; % is set by controls: 0 for no effect and ±100 for the full control effect; nearly all actives have a fitted effect of over 55% in size
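qHTS (up to 57 uM final) was run with 24 h compound exposure of reporter cells at 37 °C. Each well was multiplexed: SteadyGlo luminescence measured ATXN2-luciferase expression after a fluorogenic Gly-Phe-AFC viability readout (25 uM final).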
SW480 rerep: induces DNA re-replication in SW480 colon adenocarcinoma cells | SW480 DNA re-replication, Hoechst DNA content imaging, 48 h | Potency, µM (top dose mostly 46.1 µM), for the others: at the top dose re-replication activation, usual class: activators | actives 1.8% (n = 340,000) | AID 624297; note: potency is the fitted concentration of half-maximal effect; % of control where 0% means no effect; nearly all actives have a fitted effect of over 55% in size
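Image-based read-out: total Hoechst fluorescence of nuclei (405 nm excitation, 500-530 nm emission), with hits raising the fraction of high-intensity nuclei. SW480 colon cells incubated 48 hr with compounds at 37 C.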
WRN inhibitor: inhibitors of human WRN helicase. Q14191. WRN helicase unwinding, fluorescent forked duplex, kinetic. Potency, µM (titrated, usually from 114 µM), for inactives: at the top dose activity change, negative = inhibition, actives largely listed as inhibitors. actives 0.46% (n = 360,000). AID 651768; note: potency is the fitted concentration of half-maximal effect; % is set by controls: 0 for no effect and ±100 for the full control effect; nearly all actives have a fitted effect of over 55% in size
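Kinetic fluorescence helicase assay: unwinding of a quenched forked DNA duplex (100 nM final) with 2 mM ATP final raises red fluorescence (525/598 nm). Compounds sat 15 min at room temperature with 20 nM WRN beforehand.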
KB-3-1 cytotox: kills parental KB-3-1 adenocarcinoma cells; KB-3-1 viability, CellTiter-Glo ATP luminescence, 72 h; Potency, µM (highest dose often 46.1 µM), for inactives: top-dose activity change, negative = cytotoxic, hits mostly cytotoxic; actives 1.4% (n = 400,000); AID 1347075; note: potency is the fitted concentration of half-maximal effect; % is set by controls: 0 for no effect and ±100 for the full control effect; nearly all actives have a fitted effect of over 60% in size
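Cytotoxicity measured as CellTiter-Glo luminescence after 72 h at 37 C. Compound titrations were pinned onto drug-naive KB-3-1 parental adenocarcinoma cells grown in DMEM with 10% FBS, and normalized data fitted to concentration-response curves.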
HT1080 IDH1KD tx: kills HT-1080 cells with IDH1 knockdown; HT-1080 IDH1 knockdown viability, ATP luminescence, 48 h; AID 686971; actives 2% (n = 360,000); Potency, µM (titrated, usually from 46.1 µM), for inactives: top-dose activity, negative = toxicity, actives largely listed as cytotoxic;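 note: potency is the fitted concentration of half-maximal effect; 0% = DMSO wells and -100% = cell-free medium wells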
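Viability of IDH1-knockdown HT-1080 fibrosarcoma cells was assessed by CellTiter-Glo after 48 h at 37 °C with titrated compound; concentration-effect curves were classified by fit quality and response size.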
KB-V1 MDR tox: kills drug-selected multidrug resistant KB-V1 cells; actives 3.4% (n = 400,000); KB-V1 MDR cells viability, CellTiter-Glo, 72 h; Potency, µM (top dose mostly 46.1 µM), without a hit: at the highest dose activity change, negative = cytotoxicity, actives largely listed as cytotoxic; note: potency is the fitted concentration of half-maximal effect; % is set by controls: 0 for no effect and ±100 for the full control effect; nearly all actives have a fitted effect of over 60% in size
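Compound-treated KB-V1 multidrug-resistant cells, 72 h, 37 degrees C; viability by CellTiter-Glo. Fitted qHTS curves give the values.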
The depositor's hits bear a star; i = inactive; u = inconclusive; x = no result given; & = joins results of further samples; [ ] = another dose, or the depositor's remark. Unless noted, calls come from the whole dose curve; as a rule, active = well fitted curve in the direction sought with a large enough effect; inconclusive = small, poorly fitted or top-dose-only effect, or another doubt; inactive = no such curve, though single readings can be large; an effect the other way counts as inactive or inconclusive.

SMILES	MCF10A rerep	HT1080-NT tox	IL-1B inflam inh	ATXN2 expr inh	SW480 rerep	WRN inhibitor	KB-3-1 cytotox	HT1080 IDH1KD tx	KB-V1 MDR tox
O=C(CN1CCN(S(=O)(=O)c2ccc(Br)cc2)CC1)N/N=C/c1cc([N+](=O)[O-])ccc1Cl	-8%	-8%	-15	2%	1%	4%	19%	-3%	u
O=C(NC(Cc1c[nH]c2ccccc12)C(=O)O)/C(=C/c1ccco1)NC(=O)c1ccccc1 (stereo unspecified)	6%	1%	3	5%	-7%	-17%	11%	0%	1%
CCN1C(=O)/C(=C2/Sc3ccc(OC)cc3N2C)SC1=Nc1cccc(O)c1	-1%	-24%	-3	u	-2%	2%[57.1 µM]	7%	-23%[9.24 µM]	3%
CC1=C(C(=O)O)N2C(=O)C(NC(=O)c3c(F)cccc3F)C2SC1 (stereo unspecified)	-4%	7%	16	7%	1%	3%	-9%	14%	1%
COC(=O)C1=C(C(=O)OC)[C@@H]2N(C)c3ccc(OC)cc3[C@@]23C[C@@H](C(=O)OC)N(C(=O)c2ccco2)C3=N1	10%	3%	29	-17%	-2%	6%	5%	6%	1%
CCCN(CC1CC1)C(=O)COC(=O)c1ccc2c(c1)C(=O)N(c1ccc(OCC)cc1)C2=O	0%	3%	11	-5%	-1%	-7%	7%	-15%	9%
CC(=O)c1cccc(NC(=O)CN2C(=O)C(=O)N(Cc3ccco3)C2=O)c1	-5%	-1%	3	x	3%	-18%	2%	-1%	8%
C[C@@H](C(=O)NC1CCN(Cc2ccccc2)CC1)N1C(=O)N2CCc3c([nH]c4ccccc34)[C@@]2(C)C1=O	u	-2%	-18	-26%	u	3%	0%	1%	-8%
CCOC(=O)c1c(NC(=O)Cn2nnc(-c3ccc(Cl)cc3)n2)sc(CC)c1C	19%	-6%	11	1%	-2%	-15%	2%	1%	-2%
CCOC(=O)c1ccc(NC(=O)COC(=O)c2cccc(Oc3ccccc3)c2)cc1	1%	16%	8	0%	-7%	-9%	10%	13%	22%
Cc1nc2sc(C(c3ccccc3)N3CCOCC3)c(O)n2n1 (stereo unspecified)	4.6µM*	8%	9	2%	16µM*	2%	10%	1%	17%
O=c1cc(O)c2sc3nc(-c4ccccc4)cc(C(F)(F)F)c3c2[nH]1	14%	-2%	0	-10%	5%	-23%	-21%	-9%	-27%
Cc1nn(Cc2cccc(C(=O)Nc3ccn(Cc4c(F)c(F)cc(F)c4F)n3)c2)c(C)c1[N+](=O)[O-]	7%	-23%	-20	-32%	11%	-11%[57.1 µM]	u	u	u
CCOc1ccccc1N1CCN(C(=O)c2cn(CC3CCCCC3)nn2)CC1	1%	2%	4	69%[activator]	-4%	6%	x	9%	x
CCCCOCCCNC(=O)N[C@@H](CC(C)C)C(=O)O	-2%	0%	10	-11%	-2%	5%	1%	0%	1%
Cc1ccc(SCc2nc3ccccc3n2CC(=O)Nc2ccccc2)cc1	u	-7%	-13	-1%	u	2%	3%	u	u
O=C(C[n+]1ccc(/C=N/O)cc1)N(Cc1ccccc1)Cc1ccccc1	1%	-13%	-16	-30%[11.3 µM]	10%	-6%[57.1 µM]	-22%	0%	-5%
Cc1ccc(S(=O)(=O)Nc2ccccc2C(=O)NCc2cccnc2)cc1	-8%	10%	3	3%	-8%	11%	-2%	2%	8%
C/C(=N\NC(=O)CC#N)c1cc2ccc(O)cc2oc1=O	9.2µM*	9%	-12	-4%	21µM*	-16%	-11%	4%	4%
COc1ccc(C(=O)N2CCN(c3cccc(Cl)c3)CC2)cc1	-1%	-8%	-59*	3%	-1%	4%	-13%	11%	21µM*
Cn1c(=O)[nH]c(=O)c2c1nc(SCC(=O)Nc1ccccc1)n2Cc1ccccc1	1%	-1%	-15	-2%	-7%	-6%	u	0%	u
Cc1ccc(NC(=O)[C@@H](C)NC(=O)[C@@H]2Cc3ccccc3CN2)cc1	-3%	9%	-14	x	1%	9%	1%	u	0%
Cc1ccc2occ(/C=N/NC(=O)c3ccc(O)cc3)c(=O)c2c1	-45%[inhibitor]	-6%	0	19%	-14%	1%	-4%	-13%	-6%
COCC(C)NCc1cccc([N+](=O)[O-])c1 (stereo unspecified)	-4%	11%	-3	-3%	15%	2%	-6%	17%	1%
CCOc1ccc(/C=C2/C(=N)N3OC(C)=CC3=NC2=O)cc1OC	0%	8%	1	2%	-4%	9%	0%	11%	-3%

Continued.
SMILES	MCF10A rerep	HT1080-NT tox	IL-1B inflam inh	ATXN2 expr inh	SW480 rerep	WRN inhibitor	KB-3-1 cytotox	HT1080 IDH1KD tx	KB-V1 MDR tox
CC1CCN(c2nc(Cl)nc(Nc3ccc([N+](=O)[O-])cc3)n2)CC1	5.2µM*	0%	-99*	u	-3%	-17%	2%	4%	0%
CNCc1ccccc1Sc1ccc(OC)cc1	u	-7%	-21	-8%	2%	-4%	2%	-15%	5%
NC(=O)CSc1nnc2ccc(-c3ccco3)nn12	-1%	-3%	-13	x	5%	4%	4%	-2%	28%
CC(C)C[C@H]1COCCS(=O)(=O)N1Cc1cccc(C(F)(F)F)c1	-1%	u	-4	-7%	0%	-3%	9%	8%	9%
CCOc1ccc(-n2c(SCC(N)=O)nnc2-c2ccco2)cc1	5%	4%	48	-5%	u	u	11%	1%	25%
CCOC(=O)C1CCCN(c2c(NCCN3CCCCC3CC)c(=O)c2=O)C1 (stereo unspecified)	-2%	11%	-20	3%	-9%	3%	2%	-1%	6%
CCOC(=O)[C@@H]1CCN(Cc2ccccc2)C[C@H]1c1ccccc1	10%	-5%	-9	-35%	3%	-23%	-8%	-16%	-28%
CCc1c(C)nc(N2CCN(c3cccc(OC)c3)CC2)[nH]c1=O	-1%	14%	2	x	-5%	-2%	-3%	8%	3%
CC(=O)NCCn1c(SCC(=O)NCCc2ccc(S(N)(=O)=O)cc2)nc2ccccc2c1=O	5%	-3%	-4	3%	2%	2%	17%	23%	u
O=c1[nH]ncn2cccc12	-3%	14%	3	3%	-10%	-2%	-3%	25%	1%
CCC(=O)N1CCC1(C)C(=O)Nc1cccc(Oc2ccccc2)c1 (stereo unspecified)	x	-3%	-2	-1%	x	-2%	0%	-4%	0%
CCCCN1C(=O)N(c2ccccc2Cl)C(C)(O)CC1(C)C (stereo unspecified)	2%	3%	1	x	-52%	10%	-11%	-1%	-13%
Cc1ccc2oc(C(=O)N(Cc3ccccc3)C3CCS(=O)(=O)C3)c(C)c2c1 (stereo unspecified)	8%	-6%	11	0%	-18%	-1%	10%	-3%	-15%
CCOC(=O)C1CCN(C(=O)c2oc3ccc(S(=O)(=O)N4CCCCCC4)cc3c2C)CC1	u	-1%	24	-25%	-6%	7%	0%	-11%	-20%
CCCN(CCC)S(=O)(=O)c1ccc2c(c1)CCCN2C(C)=O	2%	-4%	24	6%	-4%	4%[57.1 µM]	3%	-11%	-29%
CCOC(=O)C(=NC1CCS(=O)(=O)C1)NNc1ccccc1Cl (stereo unspecified)	-2%	-12%	0	-6%	0%	4%	16%	-3%	2%
Cc1ccc([C@@H]2CC=C(C(=O)O)[C@H](c3ccc(Cl)cc3)N2S(=O)(=O)c2ccc(C)cc2)cc1	9%	-7%	25	-1%	-22%[9.22 µM]	-1%	-7%	-1%	5%
COc1ccc(CC(=O)NNS(=O)(=O)c2ccc3ccccc3c2)cc1OC	-26%	-1%	1	2%	59%	12%	-1%	-3%	u
COc1cccc(C(=O)Nc2cc(C(=O)NCCc3ccccc3)ccc2Cl)c1	-6%	0%	35	36%[activator]	3%	2%	6%	-16%	-18%
COc1nccnc1NS(=O)(=O)c1ccc(NC(=S)NC(=O)/C=C/c2ccccc2)cc1	0%	-4%	-18	-2%	-1%	-25%	-1%	-1%	-3%
C=C(CN(C)C)C(=O)c1ccc(C)cc1C	2.9µM*	u	-107*	-3%	5.8µM*	18µM*	u	5.8µM*	u
COc1ccc(C(=O)COC(=O)c2ccccc2C(=O)N(C)c2ccccc2)c(OC)c1	12%	6%	-13	23%	0%	-26%	0%	-10%	-25%
Cc1ccc(-c2nc(CS(=O)(=O)CC(=O)N3CCOCC3)c(C)o2)cc1	-9%	-4%	-3	-19%	-6%	7%	-7%	5%	5%
CCC1(CC)C(C#N)C(=O)NC(=O)C1C#N (stereo unspecified)	-1%	0%	1	7%	-5%	2%	-3%	2%	-6%
COC(=O)C1=C(C)N(Cc2ccccc2)C(=S)N[C@H]1c1ccc(Br)cc1	-1%	-7%	-15	u	u	-9%	u	-19%	-29%

Remaining list, next part:
SMILES	MCF10A rerep	HT1080-NT tox	IL-1B inflam inh	ATXN2 expr inh	SW480 rerep	WRN inhibitor	KB-3-1 cytotox	HT1080 IDH1KD tx	KB-V1 MDR tox
CC1(C)C(CC(=O)O)CC1C(=O)O (stereo unspecified)	-1%	0%	9	-7%	5%	3%	5%	18%	-2%
Cc1ccc(Cl)cc1NC(=O)Nc1c(C)n(C)n(-c2ccccc2)c1=O	5%	-6%	i	-11%&11%	-21%	-20%	-13%&11%	-1%	-8%&10%
COc1ccc(CNC(=O)c2sc(=O)n(Cc3cc(C(C)=O)ccc3OC)c2C)cc1	x	3%	-9	-5%	x	5%[57.1 µM]	-1%	9%	u
CCOCCCNC(=O)C(c1ccccc1)N(Cc1cccs1)C(=O)CNC(C)=O (stereo unspecified)	2%	6%	3	7%	-6%	-12%	1%	4%	1%
COC(=O)c1cc(S(=O)(=O)Nc2cc(S(=O)(=O)N(C)C)ccc2C)oc1C	0%	2%	25	-12%	-7%	8%	-18%	6%	14%
COC(=O)C1CCN(C(=O)CN2C(=O)NC3(CCC(C)CC3)C2=O)CC1 (stereo unspecified)	-49%	7%	-2	2%	-11%	-24%	-3%	11%	-9%
